Bioassay records deposited in PubChem BioAssay by National Center for Advancing Translational Sciences (NCATS).
HEK cytotox – Cytotoxic Profiling in HEK 293 Cell Line of Diverse Libraries Using Quantitative High-Throughput Screening. HEK 293 viability, ATP luminescence (CellTiter-Glo), 48-72 h. Potency, µM (highest dose often 115 µM), without a hit: at the top dose activity change, negative = cytotoxicity, most hits filed as inhibitors. 94,000 tested, 6.6% active. AID 1345083, 2018; note: potency is the fitted concentration of half-maximal effect; nearly all actives have a fitted effect of over 60% in size
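CellTiter-Glo luminescence (cellular ATP) was read after 48 or 72 hr of compound exposure at 37 degree Celsius. Cells were HEK 293 plated at 250 cells/well.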
HEK293 viab – GF-AFC viability counterscreen for inhibitors of alpha-synuclein gene (SNCA) expression. 150,000 tested, 0.12% active. Potency, µM (highest dose often 57.1 µM), for inactives: top-dose activity change, negative = cytotoxicity, hits mostly cytotoxic. HEK-293-SNCA-luc viability, GF-AFC fluorescence, 24 h;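 note: potency is the fitted concentration of half-maximal effect; 0% = DMSO-treated cells and -100% = medium-only wells without cells; nearly all actives have a fitted effect of over 30% in size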
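Cytotoxicity counterscreen: after 24 h compound treatment of genome-edited SNCA-luciferase HEK-293 cells, live-cell protease substrate GF-AFC read by fluorescence after 30 min; activity scaled between DMSO (0%) and medium-only (-100%), curves Hill-fitted.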
IP6K1 inhibitor – Primary qHTS assay for small molecule inhibitors of Inositol hexaphosphate kinase 1 (IP6K1). Inositol hexakisphosphate kinase 1 (Homo sapiens), Q92551. IP6K1 kinase, ADP-Glo luminescence, 2 h; stronger effect = lower value. activity change, % (series mostly up to about 58 µM). 140,000 tested, 0.81% active; in the data active = activity change below about -25%
Target sequence (Q92551 whole entry, looked up): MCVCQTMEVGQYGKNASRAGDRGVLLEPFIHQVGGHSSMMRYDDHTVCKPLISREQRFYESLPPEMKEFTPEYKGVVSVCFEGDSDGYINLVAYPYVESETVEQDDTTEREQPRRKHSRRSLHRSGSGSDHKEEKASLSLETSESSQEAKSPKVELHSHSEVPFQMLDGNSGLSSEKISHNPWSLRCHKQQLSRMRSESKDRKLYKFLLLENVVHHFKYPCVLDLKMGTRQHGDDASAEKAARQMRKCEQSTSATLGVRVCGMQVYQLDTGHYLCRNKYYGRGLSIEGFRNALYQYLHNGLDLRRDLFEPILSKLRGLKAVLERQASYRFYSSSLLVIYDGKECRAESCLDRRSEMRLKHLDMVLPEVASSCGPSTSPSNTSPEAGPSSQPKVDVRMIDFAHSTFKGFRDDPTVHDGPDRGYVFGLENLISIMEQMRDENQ
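ADP-Glo luminescence measures ADP made by human IP6K1 during a 2 h RT reaction with ATP/IP6 (mix at 1.3 mM/130 uM); top library doses 57.5 and 19.1 uM final.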
NIH3T3 tox – Cytotoxic Profiling in NIH 3T3 Cell Line of Diverse Libraries Using Quantitative High-Throughput Screening; NIH 3T3 viability, CellTiter-Glo ATP luminescence, 48-72 h; AID 1345082, 2018; Potency, µM (top dose mostly 96.7 µM), for the others: at the highest dose activity change, negative = cytotoxicity, most hits filed as inhibitors; 94,000 tested, 4.3% active; note: potency is the fitted concentration of half-maximal effect; nearly all actives have a fitted effect of over 55% in size
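First NIH 3T3 cells are plated at 400 cells/well; next compound is pinned in; then plates incubate 48 or 72 hr at 37 °C; finally CellTiter-Glo is added and luminescence read after 10 min.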
GPT2 inhibitor – Primary qHTS assay for inhibitors of Glutamate pyruvate transaminase 2 (GPT2); 100,000 tested, 0.25% active; AID 1671188, 2021; Recombinant GPT2, coupled pyruvate oxidase/HRP Amplex Red fluorescence; Alanine aminotransferase 2 (Homo sapiens), Q8TD30; Potency, µM (highest dose often 57.7 µM), for inactives: at the highest dose activity change, negative = inhibition, usual class: inhibitors; note: potency is the fitted concentration of half-maximal effect; nearly all actives have a fitted effect of over 60% in size; many of its hits are not listed in these tables
Target sequence (Q8TD30 whole entry, looked up): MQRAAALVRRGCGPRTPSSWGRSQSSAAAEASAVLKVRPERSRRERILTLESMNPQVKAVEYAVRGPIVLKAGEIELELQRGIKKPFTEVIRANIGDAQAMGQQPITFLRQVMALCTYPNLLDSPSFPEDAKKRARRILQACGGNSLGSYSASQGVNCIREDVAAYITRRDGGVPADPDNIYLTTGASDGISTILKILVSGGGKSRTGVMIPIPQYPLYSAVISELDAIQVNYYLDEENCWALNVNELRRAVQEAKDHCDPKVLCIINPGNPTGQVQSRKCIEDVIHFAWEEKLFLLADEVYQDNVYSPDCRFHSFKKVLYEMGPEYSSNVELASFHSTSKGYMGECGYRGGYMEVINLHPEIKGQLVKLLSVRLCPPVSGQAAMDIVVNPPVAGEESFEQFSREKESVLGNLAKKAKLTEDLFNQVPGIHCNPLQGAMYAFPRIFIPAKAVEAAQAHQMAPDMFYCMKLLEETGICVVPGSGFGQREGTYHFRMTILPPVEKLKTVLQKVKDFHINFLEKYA
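Fluorescence read-out: pyruvate from GPT2 turnover coupled to pyruvate oxidase, HRP and Amplex Red (0.2mM ThPP, 0.2U/mL PO and HRP, 50uM Amplex final). Substrates 250uM a-KG, 2mM L-alanine; enzyme 10ng/uL; 30 min RT.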
SNCA expr inh – Primary qHTS assay for inhibitors of alpha-synuclein gene (SNCA) expression; 140,000 tested, 0.17% active; HEK-293 SNCA-luciferase knock-in, luminescence, 24 h; Potency, µM (titrated, usually from 57.2 µM), for the others: at the highest dose activity change, negative = inhibition, usual class: inhibitors; AID 1671194, 2021;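 note: potency is the fitted concentration of half-maximal effect; plate controls were DMSO cells for no effect and cell-free wells for full effect; nearly all actives have a fitted effect of over 45% in size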
Luciferase inh – Firefly luciferase inhibition profiling of diverse chemical library using quantitative high-throughput screening; Luciferin 4-monooxygenase (Photinus pyralis), P08659; purified P. pyralis luciferase, luminescence, biochemical; Potency, µM (doses to about 115 µM), for the others: at the highest dose activity change, negative = inhibition, usual class: inhibitors; 76,000 tested, 2.5% active; AID 1347043, 2019; note: potency is the fitted concentration of half-maximal effect; nearly all actives have a fitted effect of over 65% in size
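Luminescence read by CCD imager after adding enzyme (10nM final) to wells holding compound, titrated in qHTS. Substrates 10uM each D-luciferin and ATP; buffer 50mM Tris acetate pH 7.5, 10mM Mg acetate, Tween-20, BSA.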
Starred values were filed as active, the others as inactive; i = inactive; ? = inconclusive; . = not tested or not shown; [ ] = dose if it differs, or a comment. Unless noted, calls come from the whole dose curve; as a rule, active = well fitted curve in the direction sought with a large enough effect; inconclusive = small, poorly fitted or top-dose-only effect, or another doubt; inactive = no such curve, though single readings can be large; an effect the other way counts as inactive or inconclusive. Unless noted, % is set by controls: 0 for no effect and ±100 for the full control effect.

SMILES	HEK cytotox	HEK293 viab	IP6K1 inhibitor	NIH3T3 tox	GPT2 inhibitor	SNCA expr inh	Luciferase inh
OC1CCC(c2nc(C3CCOC3)n[nH]2)CC1 (configuration not stated)	1.2%	-5.6%	2.4	-2.4%	i	-3.5%	-3.5%
CCOc1ccc(C(=O)c2cn(Cc3ccc(Cl)cc3)c3cc(OC)c(OC)cc3c2=O)cc1	.	?	-7.4	.	.	-4.3%	.
COc1ccc(-c2ccccc2C(=O)NCC(F)(F)F)nn1	-13.2%[172 µM]	.	13.1	-20.4%[138 µM]	.	.	.
N[C@H]1CCC[C@@H](C(=O)NCc2nc(-c3cccc(F)c3)c(-c3ccccn3)[nH]2)C1	?	7.4%	-6.5	-15.3%	-19.3%	-15.7%	-0.1%
O=C(c1ccccn1)N1CCn2c(nn(-c3ccc(F)cc3F)c2=O)C1	2.5%	-0.4%	-7.6	i	4.8%	-11.0%	5.7%
COc1cc(OC)c(NC(=O)c2cc(C(C)=O)n3ccccc23)cc1Cl	.	9.3%	6.4	.	.	53.2%[activator]	.
CCc1[nH]c2ccc(CNC(=O)c3coc(CN4CCOCC4)c3)cc2c1C	-26.4%	-0.5%	2.5	-13.3%	i	-1.1%	31.6µM*
O=C(c1ccc(C(F)(F)F)cc1)N1CCCN(CCn2nc3n(c2=O)CCCC3)CC1	i	.	-2.9	-11.6%	.	.	.
CC(=O)Nc1ccc(C2(C(=O)NCc3ccc(Cl)cc3)CCC2)cc1	?	4.0%	14.7	-8.8%	i	-18.8%	0.7%
O=C(O)c1ccc(NC(=O)c2ccc(Cl)c(S(=O)(=O)N3CCCCCC3)c2)cc1	.	6.2%	4.0	.	.	33.2%[activator]	.
O=C1NCCCCCN(Cc2cn[nH]c2-c2ccc(F)cc2)[C@H]2CCC[C@@H]12	?	3.5%	-12.5	-16.7%	-3.2%	-4.5%	0.2%
COCCNC(=O)[C@H]1C[C@H](Oc2ccccc2)CN1C(=O)NC1CCCCC1	?	0.6%	0.0	?	i	3.1%	-0.1%
C=C[C@H]1[C@H](O[C@@H]2O[C@H](CO)[C@@H](O)[C@H](O)[C@H]2O)OC=C2C(=O)OCC[C@]21O	.	-6.8%	-3.2	.	i	.	.
Cc1cccc(NC(=O)Cn2nc(-c3ccccc3)c3cnc4ccccc4c32)c1	.	-5.4%	-8.4	.	.	0.6%	.
CCO[C@H]1CN(C(=O)c2cn3cc(Cl)ccc3n2)C[C@@H]1O	i	1.2%	-12.9	4.7%	?	-2.0%	0.0%
Cc1noc2c(-c3cccnc3NC3CCC(O)CC3)cc(-c3ccccc3)nc12 (configuration not stated)	?	3.1%[87.6 µM]	-7.2	?	-16.0%[88.5 µM]	-12.8%[87.6 µM]	4.1%[172 µM]
CC1[C@@H](O)[C@@H](O)C2[C@]3(C)C(C[C@H]4OC(=O)[C@H](O)[C@]1(O)[C@@]24C)C(C)(O)C[C@H](O)[C@H]3O (some centres not stated)	.	5.0%[23.9 µM]	26.0	.	i	.	.
Cn1cccc1C(=O)N1CCC(n2cc(-c3nc(C4CC4)no3)nn2)C1 (configuration not stated)	-19.7%	-1.0%	9.6	-19.2%	i	-16.3%	-2.0%
O=C(O)c1cccc2c1CCN2C(=O)Nc1ccc(F)cc1	8.91µM*	9.1%	-18.5	?	-14.9%	0.891µM*	0.0079µM*
O=C(c1ccccc1F)N1CCC[C@H]1c1nc(-c2ccccc2)no1	?	-4.8%	9.7	-25.7%	i	-0.7%	34.1%
C[C@@H](NC(=O)c1ccccc1)c1onc(-c2ccc(F)cc2)c1C(=O)O	0.8%[172 µM]	?	-0.4	i	-4.8%[88.5 µM]	8.2%[87.6 µM]	-7.3%[172 µM]
O=C(CCc1nnn2c1CNCC2)NC1CC1	i	-6.4%	-5.2	i	2.4%	13.7%	-7.3%
COc1cc(NC(=O)CSc2c3c(nc4ccccc24)CCC3)cc(OC)c1OC	.	-14.2%	6.5	.	.	-26.8%	.
O=C(CCC[C@@H]1[C@H]2CCCN3CCC[C@@H](CN1Cc1cccnc1)[C@@H]23)Nc1cccnc1	-2.9%	0.1%	4.2	i	2.1%	15.3%	3.2%
CCN1CCNC(=O)C1CC(=O)N1CCn2nc(Cc3ccccc3)cc2C1 (configuration not stated)	0.8%	5.8%	0.7	-22.6%	i	?	-3.7%
O=C1NCc2ccccc2CC12CCCN2C/C=C/c1ccccc1 (configuration not stated)	?	-4.2%	-6.0	-14.3%	3.3%	-6.7%	.
COC(=O)[C@@H]1Cc2ncn(C)c2CN1S(=O)(=O)c1cccc(C(F)(F)F)c1	i	3.5%[87.6 µM]	11.2	-0.4%[174 µM]	?	-3.8%[87.6 µM]	1.9%[172 µM]
COc1cc(OC)cc(C(=O)N2CCC3(CC2)NC(=O)N(Cc2ccc(F)cc2)C3=O)c1	?	3.5%	-8.5	?	-5.7%	-0.3%	0.8%
CN(C)CCN(C)C(=O)c1ccc(-c2ncc3cnc(-c4ccccc4)cn23)cc1	-8.6%[172 µM]	5.4%[87.6 µM]	-12.4	?	2.5%[88.5 µM]	-6.1%[87.6 µM]	-15.5%[172 µM]
COc1cccc(CN2CCNC(=O)C2CC(=O)N2CCC(O)CC2)c1OC (configuration not stated)	-25.9%	2.7%	3.5	3.7%	4.1%	?	6.6%
COc1ccc(-c2cc(C(=O)NCC(C)C)c3c(C4CCNC4)nn(C)c3n2)cc1 (configuration not stated)	?	-8.3%	-4.2	20µM*	i	-23.9%	.
COc1ccc(C(=O)N2CCC3(CC2)OCC(C(=O)N2CCOCC2)N3C(=O)c2ccccc2)cc1 (configuration not stated)	-17.3%	-2.3%	1.5	-0.8%	i	-8.8%	-3.2%
CCN(CC)CCNc1ccc(CO)c2sc3ccccc3c(=O)c12	.	-25.7%[23.9 µM]	-7.2	.	-8.6%	1.8%[25.6 µM]	.
O=C(Nc1ccc(Oc2ccccc2)cc1)N[C@H]1CO[C@H]2[C@@H]1OC[C@H]2OC(=O)Nc1cccc2ccccc12	17.8µM*	-25.4%	5.5	?	?	?	1.9%
COc1cc(OC)cc(C(=O)N2CCCC(n3cc(-c4nc(-c5ccccc5)no4)nn3)C2)c1 (configuration not stated)	?	?	0.0	?	-3.6%	0.0%	-27.8%
CCOc1cc(C(c2c(C)[nH]n(-c3ccccc3)c2=O)c2c(C)[nH]n(-c3ccccc3)c2=O)ccc1O	.	-15.1%	-8.6	.	.	8.0%	.
COc1cc(OC)c(NC(=O)CCn2ccn3nc4c(c3c2=O)CCCC4)cc1Cl	-10.9%	-27.8%	19.1	-2.2%	?	-19.7%	-8.2%
O=C(NCCc1ccncc1)C1c2ccccc2C(=O)N(c2ccccc2)C12CCCCC2 (configuration not stated)	-16.0%	-19.4%	10.8	?	i	?	-3.6%
CCOC(=O)C1CCN(C(=O)c2cc(Cn3ccnc3C(C)C)[nH]n2)CC1	-7.8%	-5.0%	10.8	0.6%	i	55.2%[activator]	-19.2%
Cn1cc(CN2CCCC(COc3ccccc3C(=O)N3CCOCC3)C2)c2ccccc21 (configuration not stated)	-18.5%	-0.5%	-7.5	-9.2%	3.5%	?	-5.7%
CC(=O)O[C@H]1C[C@@]2(C)[C@@H](C[C@@H](O)[C@H]3[C@@]4(C)CC[C@@H](O)[C@@H](C)[C@@H]4CC[C@@]32C)/C1=C(\CCC=C(C)C)C(=O)O	.	-15.5%	-4.5	.	i	.	.
Cc1nnsc1C(=O)Oc1ccc(C(C)C)cc1	.	6.5%	-8.5	.	.	17.9%	.
CCOC(=O)CSc1nc2c(sc3ccccc32)c(=O)n1Cc1ccc(C)cc1	.	-1.6%	13.4	.	.	54.3%[activator]	.
COc1cc(NC(=O)N2C[C@@H](F)C[C@H]2C(=O)N2CCc3ccccc3C2)cc(OC)c1	-2.4%	?	-2.6	-12.2%	i	4.8%	-1.8%
Cc1ccc(NC(=O)CCOc2ccccc2)cc1	.	6.9%	-2.1	.	.	101.9%[activator]	.
O=C(NCC1CC1)c1ccc(Cn2ccn3nc4c(c3c2=O)CCCC4)cc1	?	-3.0%	-3.1	?	i	2.8%	0.6%
CC(C)(C)c1ccc(C(=O)N2CCCC(c3nc4c(nnn4Cc4cccc(F)c4)c(=O)[nH]3)C2)cc1 (configuration not stated)	.	?	-8.8	.	.	?	.
CC1=C(c2ccc(Cl)cc2)S(=O)(=O)N=C1N1CCN(c2cccc(C)c2C)CC1	.	0.3%	14.9	.	.	-4.4%	.
COc1cc(NC(=O)c2nn(C)c3c2COc2ccccc2-3)cc(OC)c1OC	.	-7.1%	21.3	.	.	7.2%	.
Cc1ccc(NC(=O)Cn2cc3c(n2)CCCCC3)cc1	.	14.3%	8.4	.	.	9.4%	.
CCOc1ccccc1NC(=O)CN1C=NS(=O)(=O)c2ccccc21	.	3.7%	5.6	.	.	-18.2%	.
CN(C)[C@@H]1CN(C(=O)c2ccc(C#N)cc2)C[C@H]1CO	-20.7%	-4.1%	5.3	-5.8%	3.9%	13.4%	4.8%

An excerpt; rates above refer to the full screens.
